# High-throughput results from PubChem BioAssay.
# Vc quorum ag – induces V. cholerae light production without autoinducers. 350,000 compounds, 0.16% hits. V. cholerae BH1578 lux reporter, luminescence, 6 h. activation, % at 18.7 µM; in the data active = activation mostly above about 9.7%, no sharp cut-off; note: not every result past the cut was called active; inactives centre near 0; reference of the scale not given here
# PriA SSB inh – inhibitors of Klebsiella pneumoniae PriA binding to SSB C-terminal tail | inhibition, % at 33 µM | 430,000 compounds, 0.6% hits | AlphaScreen SSBct-PriA binding, biotinylated peptide; in the data active = inhibition mostly above about 37%, no sharp cut-off; inactive = mostly below about 20%;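 note: plate controls were negative control peptide for no effect and reference peptide for full effect; strong numbers were not always called active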
# Rv3671c inh – Rv3671c (M. tuberculosis) protease inhibition; inhibition, % at 5.96 µM; 320,000 compounds, 0.048% hits; AID 2606; in the data active = inhibition above about 38%;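 note: extracellular domain of Rv3671c used as enzyme; 0% = enzyme with DMSO and 100% = no enzyme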
# Target sequence (P9WHR9 whole entry, looked up, the tested form may be a part): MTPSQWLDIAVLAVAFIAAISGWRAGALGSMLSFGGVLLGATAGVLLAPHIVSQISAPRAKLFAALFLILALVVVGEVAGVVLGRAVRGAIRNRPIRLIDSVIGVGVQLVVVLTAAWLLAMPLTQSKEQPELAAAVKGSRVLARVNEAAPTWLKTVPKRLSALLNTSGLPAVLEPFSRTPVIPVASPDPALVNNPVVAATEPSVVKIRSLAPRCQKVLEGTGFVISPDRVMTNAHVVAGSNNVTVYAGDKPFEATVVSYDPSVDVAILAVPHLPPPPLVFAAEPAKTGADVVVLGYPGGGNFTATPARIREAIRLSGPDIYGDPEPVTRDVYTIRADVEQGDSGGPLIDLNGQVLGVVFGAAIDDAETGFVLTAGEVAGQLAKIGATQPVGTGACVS
# UGM FP inh – blocks M. tuberculosis UGM enzyme | P9WIQ1 | purified UGM, fluorescence polarization probe displacement | inhibition, % at 10 µM | 320,000 compounds, 0.06% hits | AID 504406; in the data active = inhibition above about 10%, passing the limit was not always enough
# Mtb FBA inh – inhibits M. tuberculosis FBA enzyme; P9WQA3; purified M. tuberculosis FBA, fluorescence read-out; inhibition, % at 1 µM; 360,000 compounds, 2.3% hits; in the data active = inhibition above about 27%;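 note: 0% = vehicle and 100% = reference inhibitor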
# Target sequence (P9WQA3 whole entry, looked up): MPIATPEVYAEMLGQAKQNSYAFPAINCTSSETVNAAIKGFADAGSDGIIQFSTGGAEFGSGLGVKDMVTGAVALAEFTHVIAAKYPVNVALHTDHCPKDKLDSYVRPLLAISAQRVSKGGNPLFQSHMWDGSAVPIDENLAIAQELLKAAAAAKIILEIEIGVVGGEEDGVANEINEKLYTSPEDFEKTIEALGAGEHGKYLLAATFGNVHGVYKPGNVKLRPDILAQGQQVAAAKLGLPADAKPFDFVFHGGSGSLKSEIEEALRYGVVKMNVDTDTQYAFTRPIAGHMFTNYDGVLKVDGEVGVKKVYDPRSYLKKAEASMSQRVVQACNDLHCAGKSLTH
# VHR inh abs – inhibitors of human VHR1 phosphatase (DUSP3); 290,000 compounds, 0.52% hits; P51452; recombinant VHR phosphatase, pNPP absorbance; inhibition, % at 13.3 µM; in the data active = inhibition above about 50%; note: some compounds called inactive have numbers as strong as hits
# Target sequence (P51452 whole entry, looked up): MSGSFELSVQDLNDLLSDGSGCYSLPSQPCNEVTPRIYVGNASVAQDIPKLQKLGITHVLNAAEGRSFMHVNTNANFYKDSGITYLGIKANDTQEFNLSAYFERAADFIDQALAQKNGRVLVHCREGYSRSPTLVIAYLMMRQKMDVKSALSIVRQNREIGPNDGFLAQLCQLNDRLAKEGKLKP
# MazEF act – increases E. coli MazEF RNase cleavage of RNA | 350,000 compounds, 0.32% hits | FAM/BHQ RNA-DNA oligo cleavage fluorescence, 5 h | activation, % at 20 µM | P0AE70; in the data active = activation above about 50%
# Target sequence (P0AE70 whole entry, looked up): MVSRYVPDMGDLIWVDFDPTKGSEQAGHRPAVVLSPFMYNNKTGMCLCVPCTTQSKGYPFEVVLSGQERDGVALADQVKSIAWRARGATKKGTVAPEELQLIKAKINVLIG
# GDH-TPI inh – counter-screen for M. tuberculosis FBA inhibitors: GDH-TPI coupled enzymes | GDH-TPI coupled enzyme counterscreen, NADH absorbance | inhibition, % at 4.8 µM | 360,000 compounds, 1.2% hits; in the data active = inhibition above about 30%;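 note: 0% = DMSO wells and 100% = wells lacking the enzyme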
# Mtb BioA inh – blocks M. tuberculosis BioA enzyme activity; purified M. tuberculosis BioA enzyme, plate reader; 360,000 compounds, 0.096% hits; inhibition, % at 9.99 µM; in the data active = inhibition above about 40%
# 3CLpro inhibitor – SARS-CoV 3CLpro protease inhibition; P0C6X7; recombinant SARS-CoV 3CLpro, quenched FRET peptide cleavage; inhibition, % at 6 µM; 290,000 compounds, 0.14% hits; AID 1706; in the data active = inhibition above about 12%
# An asterisk follows results filed as active; i = inactive; . = not tested or not shown; & = joins results of further samples. A portion of the library; the hit share may differ from the screen's.
# Letters – A = Vc quorum ag; B = PriA SSB inh; C = Rv3671c inh; D = UGM FP inh; E = Mtb FBA inh; F = VHR inh abs; G = MazEF act; H = GDH-TPI inh; I = Mtb BioA inh; J = 3CLpro inhibitor
(1) C/C=C(/C)C(=O)Nc1cccc(C2=NOC3(C2)C[C@@H](C(N)=O)N(C(=O)CC(c2ccccc2)c2ccccc2)C3)c1 (some centres undefined)
  A = i; B = -3; C = -10; D = 2.3; E = -1; F = 15; G = 0; H = 7; I = -1.4; J = .
(2) Cc1nc2ncccn2c1-c1csc(NCc2ccco2)n1
  A = i; B = 1; C = 7; D = 2.1; E = -5; F = 4; G = 0; H = 5; I = 1.5; J = -3
(3) C/C(=N\NC(=O)c1ccc(N2CCCC2=O)cc1)c1ccccc1
  A = -0.3; B = .; C = -3; D = 2.1; E = 0; F = 1; G = 4; H = -6; I = .; J = -5
(4) COc1ccc(N(CC(=O)NCCc2ccccc2)C(=O)c2csnn2)cc1OC
  A = -0.1; B = -8; C = 0; D = -1.4; E = 2; F = 40; G = 5; H = 7; I = 0.3; J = 0
(5) COc1ccc(OC)c2c1sc(=NC(=O)c1ccco1)n2C
  A = -0.2; B = -5; C = -16; D = -4.7; E = 0; F = 38; G = 4; H = 34*; I = -3.5; J = 3
(6) CCOc1ccc(NS(=O)(=O)c2ccc3[nH]c(=O)[nH]c3c2)cc1
  A = i; B = -9; C = 2; D = -0.5; E = 0; F = 29; G = -9; H = -3; I = -0.4; J = 9
(7) COCCCNc1oc(/C=C/c2ccccc2)nc1C#N
  A = i; B = -14; C = -4; D = -1.3; E = .; F = 7; G = 8; H = 30; I = -1.2; J = -1
(8) COCCCn1c(=O)c2sccc2n2c(CCCC(=O)NCc3ccc(OC)cc3)nnc12
  A = i; B = -1; C = 2; D = -2.8; E = 5; F = -22; G = 13; H = -9; I = 3.4; J = 2
(9) O=C1NCCN1Cc1ccc(F)cc1
  A = i; B = -14; C = 4; D = -0.7; E = 1; F = 4; G = 0; H = -4; I = -0.4; J = -5
(10) CC1(C)SC[C@H](C(=O)Nc2cccc(Cl)c2)N1C=O
  A = -1.2; B = -6; C = -11; D = 0.4; E = 0; F = 4; G = -1; H = -3; I = .; J = -2
(11) Cc1nc2cc(-c3ccccc3)sc2c(=O)n1N
  A = -0.1; B = -8; C = -11; D = 3.5; E = 1; F = 12; G = 11; H = 5; I = .; J = 3
(12) COc1ccc(C(C)=O)cc1COC(=O)c1cccnc1Cl
  A = 0.1; B = -21; C = -6; D = 0.8; E = 2; F = -3; G = 11; H = 1; I = .; J = 0
(13) O=C1c2ccccc2C(=O)N1CCCc1nc(-c2ccccc2)no1
  A = -0.2; B = 1; C = -2; D = -2.7; E = 0; F = 37; G = -3; H = -4; I = 0.9; J = -5
(14) Oc1ccc(N2Cc3ccccc3C2)cc1
  A = -0.9; B = 16; C = 4; D = -0.7; E = 4; F = .; G = -4; H = 11; I = -7.4; J = -2
(15) O=[N+]([O-])c1ccc(Cc2ccccn2)cc1
  A = -0.9; B = 10; C = 0; D = -7.6; E = -1; F = .; G = 3; H = -1; I = -2.3; J = .
(16) CCc1nnc(SCC(=O)Nc2ccc(NC(C)=O)cc2)n1-n1cccc1
  A = -0.7; B = 9; C = 6; D = 3.0; E = 0; F = .; G = -15; H = 1; I = .; J = .
(17) CC(C)=C(C)c1cc2nc(NCCCN(C)C)n(C)c(=O)c2s1
  A = i; B = .; C = .; D = .; E = -2; F = .; G = .; H = 12; I = 1.6; J = .
(18) Cc1ccc(S(=O)(=O)NC(CC(=O)N2CCc3ccccc32)c2ccco2)cc1 (centres undefined)
  A = i; B = -12; C = 5; D = 3.6; E = 0; F = 25; G = -9; H = 6; I = 0.1; J = 0
(19) Fc1ccc(-c2cn3cc(C(F)(F)F)cc(Cl)c3n2)cc1
  A = -0.2; B = -31; C = -13; D = 0.8; E = 3; F = 25; G = 4; H = 9; I = 1.4; J = 2
(20) O=C(NN1C(=O)NC2(CCCCC2)C1=O)c1cccs1
  A = -1.6; B = 5; C = 6; D = -1.1; E = 4; F = .; G = -20; H = 3; I = -0.8; J = .
(21) CCOCCOC(=O)C1=C(C)NC(=O)NC1c1ccc2c(c1)OCO2 (centres undefined)
  A = -0.2; B = -1; C = -1; D = -1.0; E = 1; F = 26; G = 8; H = 10; I = 2.0; J = 2
(22) Cc1ccc(N2CCN(S(=O)(=O)c3cccs3)CC2C)cc1 (centres undefined)
  A = -1.2; B = -1; C = -3; D = -2.0; E = -1; F = 23; G = 0; H = 7; I = 2.1; J = 5
(23) CC1CCN(Cc2c(C(=O)N/N=C/c3ccccc3O)nnn2-c2nonc2N)CC1
  A = -0.2; B = .; C = 6; D = -1.4; E = 9; F = 26; G = 12; H = 5; I = -0.9; J = 3
(24) CC1Cc2ccccc2N1S(=O)(=O)c1cnc(Cl)c(Br)c1 (centres undefined)
  A = -0.6; B = -2; C = -1; D = 0.4; E = -7; F = 17; G = -7; H = 5; I = 0.7; J = 3
(25) Cn1cc(C(=O)NC2CCCCCC2)c(=O)c2cc(S(=O)(=O)N3CCCC3)ccc21
  A = i; B = 3; C = 3; D = -0.6; E = 1; F = -8; G = 4; H = 6; I = .; J = -4

# Reformatted with values under each structure: eleven of the compounds above.
# The line under a structure holds: Vc quorum ag | PriA SSB inh | Rv3671c inh | UGM FP inh | Mtb FBA inh | VHR inh abs | MazEF act | GDH-TPI inh | Mtb BioA inh | 3CLpro inhibitor
[4] COc1ccc(N(CC(=O)NCCc2ccccc2)C(=O)c2csnn2)cc1OC
 : -0.1 | -8 | 0 | -1.4 | 2 | 40 | 5 | 7 | 0.3 | 0
[5] COc1ccc(OC)c2c1sc(=NC(=O)c1ccco1)n2C
 : -0.2 | -5 | -16 | -4.7 | 0 | 38 | 4 | 34* | -3.5 | 3
[6] CCOc1ccc(NS(=O)(=O)c2ccc3[nH]c(=O)[nH]c3c2)cc1
 : i | -9 | 2 | -0.5 | 0 | 29 | -9 | -3 | -0.4 | 9
[7] COCCCNc1oc(/C=C/c2ccccc2)nc1C#N
 : i | -14 | -4 | -1.3 | . | 7 | 8 | 30 | -1.2 | -1
[8] COCCCn1c(=O)c2sccc2n2c(CCCC(=O)NCc3ccc(OC)cc3)nnc12
 : i | -1 | 2 | -2.8 | 5 | -22 | 13 | -9 | 3.4 | 2
[9] O=C1NCCN1Cc1ccc(F)cc1
 : i | -14 | 4 | -0.7 | 1 | 4 | 0 | -4 | -0.4 | -5
[10] CC1(C)SC[C@H](C(=O)Nc2cccc(Cl)c2)N1C=O
 : -1.2 | -6 | -11 | 0.4 | 0 | 4 | -1 | -3 | . | -2
[11] Cc1nc2cc(-c3ccccc3)sc2c(=O)n1N
 : -0.1 | -8 | -11 | 3.5 | 1 | 12 | 11 | 5 | . | 3
[12] COc1ccc(C(C)=O)cc1COC(=O)c1cccnc1Cl
 : 0.1 | -21 | -6 | 0.8 | 2 | -3 | 11 | 1 | . | 0
[13] O=C1c2ccccc2C(=O)N1CCCc1nc(-c2ccccc2)no1
 : -0.2 | 1 | -2 | -2.7 | 0 | 37 | -3 | -4 | 0.9 | -5
[14] Oc1ccc(N2Cc3ccccc3C2)cc1
 : -0.9 | 16 | 4 | -0.7 | 4 | . | -4 | 11 | -7.4 | -2

# More entries follow.
# Letters – A = Vc quorum ag; B = PriA SSB inh; C = Rv3671c inh; D = UGM FP inh; E = Mtb FBA inh; F = VHR inh abs; G = MazEF act; H = GDH-TPI inh; I = Mtb BioA inh; J = 3CLpro inhibitor
(26) COc1ccccc1-c1nnc(NC(=O)CSc2nncn2C)s1
  A = i; B = -11; C = 5; D = -1.4; E = -3; F = 30; G = 6; H = 10; I = .; J = 1
(27) CCOC(=O)c1c(NC(=O)COC(=O)CCOc2ccc(OCC)cc2)sc(C(=O)N(C)C)c1C
  A = -1.5; B = -12; C = 0; D = -2.6; E = -1; F = .; G = -2; H = 2; I = 2.3; J = .
(28) CN1CCN(Cc2ccc3ccccc3c2)CC1
  A = 1.4; B = -15; C = 6; D = -2.0; E = 5; F = -7; G = 6; H = -2; I = 1.9; J = 1
(29) O=C(NCc1ccc2c(c1)OCO2)c1ccc(S(=O)(=O)NCC2CCCO2)cc1 (centres undefined)
  A = 0.7; B = 9; C = -2; D = -3.2; E = -1; F = -2; G = -5; H = -3; I = 3.5; J = -5
(30) COc1ccccc1N1CC(C(=O)OC(C)C(=O)N2CCCc3ccccc32)CC1=O (centres undefined)
  A = i; B = -6; C = 1; D = -2.9; E = 0; F = 21; G = -8; H = 0; I = -0.4; J = 1
(31) CCS(=O)(=O)NCCc1ccc(OC)c(OC)c1
  A = i; B = -16; C = 0; D = -0.5; E = 2; F = 4; G = 5; H = -10; I = .; J = 0
(32) CC1CN(C(=O)c2cccc(NS(=O)(=O)c3ccc(Br)cc3)c2)CC(C)O1 (centres undefined)
  A = -0.4; B = .; C = .; D = .; E = 3; F = .; G = -2; H = 8; I = -1.0; J = .
(33) O=C(NCCC1CCCCN1S(=O)(=O)c1ccc(F)cc1)C(=O)NC1CCCC1 (centres undefined)
  A = i; B = 1; C = 9; D = .; E = -2; F = .; G = -1; H = 4; I = .; J = .
(34) CCN1CCN(C(=O)CN(c2cccc(Br)c2)S(=O)(=O)c2ccccc2)CC1
  A = i; B = -5; C = -10; D = -1.5; E = -4; F = -4; G = 2; H = 14; I = .; J = 4
(35) Cc1ccccc1-n1c(=O)c2ccccc2n2nnnc12
  A = 3.6; B = -2; C = 2; D = 2.1; E = 1; F = 21; G = 9; H = 2; I = 0.3; J = -5
(36) O=C(NCC(=O)N1CCCC(C(F)(F)F)C1)c1cccs1 (centres undefined)
  A = -0.3; B = -6; C = .; D = .; E = 5; F = .; G = -1; H = 1; I = -1.0; J = .
(37) CCOC(=O)C1CCN(C(=O)CCN2C(=O)C3C4C=CC(C4)C3C2=O)CC1 (centres undefined)
  A = -0.4; B = -20; C = 8; D = 0.3; E = 3; F = 22; G = 4; H = 4; I = 0.4; J = 1
(38) CCCCOC(=O)Nc1ccc(OC)cc1S(=O)(=O)N1CCOCC1
  A = .; B = -22; C = -6; D = 1.1; E = 0; F = 19; G = 0; H = -2; I = 2.4; J = -4
(39) O=C1CC(c2ccc(O)cc2)Oc2ccccc21 (centres undefined)
  A = i; B = -8; C = -5; D = -0.7; E = 0; F = .; G = 10; H = 6; I = -2.0; J = .
(40) O=C(COn1nnc2ccc(C(F)(F)F)cc21)Nc1c(Cl)cccc1Cl
  A = 1.4; B = -1; C = -3; D = -1.2; E = 3; F = 4; G = -1; H = 2; I = .; J = -1
(41) Clc1ccc(C[n+]2cc(-c3ccccc3)n3c2CCCCC3)c(Cl)c1
  A = i; B = 0&-3; C = 6; D = 1.7; E = 0; F = 13; G = 19; H = -7; I = .; J = 1
(42) COc1ccc(Nc2nc(-c3ccccc3)nc3ccccc23)c(OC)c1
  A = -0.2; B = -35; C = 11; D = -0.1; E = 9; F = 14; G = -8; H = 10; I = 0.5; J = -3
(43) C/C=C/C(=O)OCC(=O)Nc1ccc(F)cc1Cl
  A = 0.6; B = -22; C = 4; D = -2.6; E = 4; F = -4; G = 2; H = 3; I = 1.1; J = -3
(44) CCN(CC(=O)Nc1c(F)cccc1F)C(=O)COc1ccc2c(c1)CCC2
  A = -1.4; B = -7; C = 10; D = -2.3; E = 2; F = .; G = -1; H = 8; I = 1.0; J = .
(45) O=C(NC1CCCC1)C(c1ccsc1)N(CCc1ccccc1)C(=O)Cc1cccs1 (centres undefined)
  A = -0.2; B = -8; C = -8; D = -2.1; E = -1; F = 11; G = -1; H = -7; I = .; J = -3
(46) CCS(=O)(=O)N1CCC(C(=O)NCc2ccccn2)CC1
  A = -0.4; B = -11; C = 0; D = 1.4; E = 3; F = 8; G = -3; H = 5; I = -0.5; J = 3
(47) CSc1nc(=S)n(Cc2ccccc2)c(C)c1C(C)=O
  A = i; B = 7; C = -7; D = 1.2; E = 1; F = 2; G = 11; H = 3; I = .; J = 4
(48) CC(=O)c1ccc(Sc2ccccn2)c([N+](=O)[O-])c1
  A = i; B = -8; C = 0; D = -1.3; E = 1; F = 12; G = 3; H = 10; I = 0.1; J = -3
(49) Cc1nnc(N2C(=O)C(=O)/C(=C(/O)c3ccc4c(c3)OCCO4)C2c2ccc(F)cc2)s1 (centres undefined)
  A = -0.6; B = .; C = 0; D = 0.6; E = -2; F = 2; G = 11; H = 6; I = -2.1; J = -2
